Bioassay records: PubChem, National Center for Advancing Translational Sciences (NCATS)
ERG-DNA inh – ERG Ets/DNA interaction inhibition | P11308 | fluorescence polarization, His-ERG Ets domain / labelled DNA | Potency, µM (doses to about 76.9 µM), inactives show top-dose FP activity, negative = inhibition, most hits filed as inhibitors | 370,000 compounds, 0.028% hits | AID 624246; active means well fitted inhibition curve with a large enough effect in the polarisation, with a control signal flat; inconclusive means small, poorly fitted or top-dose-only effect, or effect the other way, or a change in a side signal; inactive means no such curve, though single readings can be large or run the other way; the % refers to the polarisation;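 further: polarization taken with two DNA probes labelled with fluorescein and Texas red; potency means the concentration at half of the fitted maximal effect; % of control where 0% means no effect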
Target sequence (P11308 whole entry, looked up, the tested form may be a part): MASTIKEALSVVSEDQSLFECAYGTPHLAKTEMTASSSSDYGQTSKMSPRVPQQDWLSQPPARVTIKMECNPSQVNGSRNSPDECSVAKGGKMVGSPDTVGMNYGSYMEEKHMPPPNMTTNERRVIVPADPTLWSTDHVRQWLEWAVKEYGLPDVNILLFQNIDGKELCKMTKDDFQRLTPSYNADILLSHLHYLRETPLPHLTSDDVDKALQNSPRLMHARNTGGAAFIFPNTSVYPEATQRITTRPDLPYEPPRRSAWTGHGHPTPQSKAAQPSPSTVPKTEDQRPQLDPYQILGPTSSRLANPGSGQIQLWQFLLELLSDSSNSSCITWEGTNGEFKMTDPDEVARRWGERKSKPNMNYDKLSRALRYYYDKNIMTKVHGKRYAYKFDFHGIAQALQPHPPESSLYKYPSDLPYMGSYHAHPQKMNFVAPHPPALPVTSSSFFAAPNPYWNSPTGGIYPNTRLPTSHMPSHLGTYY
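His-tagged ERG Ets domain (1 uM in the protein solution; 300mM KCl, 50mM Tris-HCl, 1mM EDTA, 1mM DTT, pH 7.5) received compound, then a probe mix of 5 nM fluorescein-DNA and 100nM Texas-615-DNA. Fluorescence polarization was read for both dyes.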
JMJD2A Tudor inh – inhibitors of human JMJD2A Tudor domain | AlphaScreen JMJD2A-Tudor / H3K4me3 peptide binding | 390,000 compounds, 4.4% hits | Potency, µM (highest dose often 114 µM), inactives show at the highest dose activity change, negative = inhibition, most hits filed as inhibitors; further: potency means the concentration at half of the fitted maximal effect; on the % scale 0 is the no-effect control and ±100 the full control effect; nearly all actives have a fitted effect of over 50% in size
G9a inh – inhibitors of human histone lysine methyltransferase G9a. G9a H3K9 monomethylation, AlphaScreen, 2 h. Potency, µM (titrated, usually from 102 µM), without a hit: at the top dose activity, negative = inhibition, usual class: inhibitors. Q96KQ7. 350,000 compounds, 8.8% hits; further: potency means the concentration at half of the fitted maximal effect; on the % scale 0 is the no-effect control and ±100 the full control effect; nearly all actives have a fitted effect of over 75% in size
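AlphaScreen detection with an anti-monomethyl H3K9 antibody quantified product after a 2 h room-temperature reaction containing 500 nM biotinylated H3K9 peptide, 20 µM SAM and 20 nM enzyme, which had been preincubated 15 min with compound.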
GLS inhibitor – inhibitors of human glutaminase (GLS). AID 624170. Potency, µM (doses to about 45.5 µM), inactives show top-dose activity change, negative = inhibition, hits mostly inhibitors. O94925. GLS enzymatic activity, qHTS titration. 410,000 compounds, 0.21% hits; further: potency means the concentration at half of the fitted maximal effect; on the % scale 0 is the no-effect control and ±100 the full control effect
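Compounds were pin-transferred onto hKGA, after which L-glutamine (1 mM solution) and a detection mix of glutamate oxidase, HRP and Amplex Red were added. Initial and 30 min RT fluorescence reads were collected.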
RGS4 inhibitor – human RGS4 inhibition | P49798 | Transcreener GDP fluorescence polarization, RGS4-accelerated GTP hydrolysis | Potency, µM (doses to about 114 µM), for inactives: at the top dose activity change, negative = inhibition, most hits filed as inhibitors | 390,000 compounds, 0.039% hits; further: potency means the concentration at half of the fitted maximal effect; on the % scale 0 is the no-effect control and ±100 the full control effect; nearly all actives have a fitted effect of over 75% in size; some results filed as inactive show a strong effect at the top dose
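MLSMR compounds (23 nl, pin-transferred) preincubated 10 min at room temperature with a 500nM (2x) first reagent, then RGS4 at 900nM (2x) plus Transcreener GDP mix added; fluorescence polarization (620/688 nm) read before and after 90 min at 30 °C.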
BAZ2B inh – blocks human BAZ2B; Q9UIF8; AlphaScreen BAZ2B-H3K14Ac peptide displacement; Potency, µM (top dose mostly 114 µM), inactives show top-dose activity change, negative = inhibition, most hits filed as inhibitors; 360,000 compounds, 4.4% hits; further: potency means the concentration at half of the fitted maximal effect; on the % scale 0 is the no-effect control and ±100 the full control effect; nearly all actives have a fitted effect of over 60% in size
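Protein-peptide AlphaScreen: BAZ2B 50 nM, b-H3K14Ac 50 nM, 1x PBS pH 7.4 + 0.01% Tween-20. Preincubation 30 min RT; cpd 30 min RT (top 110 uM); beads 20 min RT, light-protected.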
ALOX12 inh – inhibitors of human 12S-lipoxygenase ALOX12. P18054. purified 12hLO, xylenol orange hydroperoxide absorbance. Potency, µM (series often up to 108 µM), for the others: top-dose activity change, negative = inhibition, hits mostly inhibitors. 580,000 compounds, 1.1% hits. AID 1671190; further: potency means the concentration at half of the fitted maximal effect; on the % scale 0 is the no-effect control and ±100 the full control effect
Target sequence (P18054 whole entry, looked up): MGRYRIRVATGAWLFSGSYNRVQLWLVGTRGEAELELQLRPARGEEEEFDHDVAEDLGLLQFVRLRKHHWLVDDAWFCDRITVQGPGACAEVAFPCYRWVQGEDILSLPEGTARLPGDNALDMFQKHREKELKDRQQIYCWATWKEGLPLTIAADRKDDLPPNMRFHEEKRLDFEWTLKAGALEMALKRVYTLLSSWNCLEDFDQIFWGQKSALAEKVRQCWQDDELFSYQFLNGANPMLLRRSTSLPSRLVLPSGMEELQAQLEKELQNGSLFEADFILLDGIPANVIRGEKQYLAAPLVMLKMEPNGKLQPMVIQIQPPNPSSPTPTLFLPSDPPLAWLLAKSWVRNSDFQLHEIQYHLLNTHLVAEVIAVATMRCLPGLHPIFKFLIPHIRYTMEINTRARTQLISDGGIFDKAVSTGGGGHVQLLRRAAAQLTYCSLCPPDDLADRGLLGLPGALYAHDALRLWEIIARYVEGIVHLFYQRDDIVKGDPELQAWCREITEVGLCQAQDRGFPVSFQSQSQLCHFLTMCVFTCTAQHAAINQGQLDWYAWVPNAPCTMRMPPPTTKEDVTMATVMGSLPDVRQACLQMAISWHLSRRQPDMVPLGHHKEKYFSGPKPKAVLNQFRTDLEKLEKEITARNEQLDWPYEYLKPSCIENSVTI
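Hydroperoxide product was detected by ferrous iron/xylenol orange as the 573 to 405 nm absorbance ratio. Arachidonic acid at 40 uM (final) was turned over for 30 min at room temperature by 150 nM human 12hLO, pH 7.0 Hepes buffer, after 15 min compound preincubation.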
PI4K2A inh – inhibitors of human PI4K2A | AID 1346378 | purified PI4K2A, ADP-Glo luminescence, 1 h; stronger effect = lower value | 420,000 compounds, 0.13% hits | activity change, negative = inhibition, % at 76.9 µM; in the data active means activity change below about -50%; inconclusive means mostly about -30% to -49%;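 further: -100% = wells without enzyme as full effect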
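PI4K2A activity was measured by ADP-Glo luminescence: enzyme (4 ug/mL stock) and phosphatidylinositol (1.2 mM stock) in Tris pH 7.5/MgCl2/EGTA/Triton X-100 buffer were reacted with ATP (300 microM stock) for one hour at ambient temperature.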
HP1b chromo inh – HP1-beta chromodomain-methylated histone interaction inhibition | P83916 | AlphaScreen HP1-beta / biotin-H3K9me3 peptide binding | Potency, µM (titrated, usually from 114 µM), for inactives: at the top dose activity change, negative = inhibition, usual class: inhibitors | 390,000 compounds, 0.56% hits | AID 540317; further: potency means the concentration at half of the fitted maximal effect; nearly all actives have a fitted effect of over 70% in size; inactives centre near 23
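HP1-beta protein (50 nM final) preincubated 30 min at room temperature with biotinylated H3(1-18)K9me3 peptide (50 nM) in PBS pH 7.4, 0.01% Tween-20, then compound added for 30 min. AlphaScreen streptavidin donor/nickel chelate acceptor beads (10 ug/mL final), 30 min dark, luminescence read.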
Numbers without * were called inactive; ? = inconclusive; / = not tested or not shown; [ ] = dose if it differs, or a comment. Unless noted, the call rests on the fitted dose curve; in most records, active means well fitted curve in the direction sought with a large enough effect; inconclusive means small, poorly fitted or top-dose-only effect, or another doubt; inactive means no such curve, though single readings can be large; an effect the other way counts as inactive or inconclusive.

JMJD2A Tudor inh,ALOX12 inh,BAZ2B inh,GLS inhibitor,ERG-DNA inh,PI4K2A inh,G9a inh,HP1b chromo inh,RGS4 inhibitor,SMILES
-5%,2%,7%,-10%,-11%,-1,?,20%,26%,CC(Sc1ncccn1)C(=O)Nc1ccc2c(c1)OCCO2 (stereo not drawn)
-13%,-6%,-13%,-19%,14%,-4,7%[59 µM],27%,-9%,O=C(Cn1c2ccccc2c2nc3n(c(=O)c21)CCS3)Nc1ccccc1C(F)(F)F
-19%,17%,-32%,4%,2%,1,1%[59 µM],3%,22%,CCOC(=O)c1cc(-c2ccccc2)n(CCC(=O)NC(C)CC)c1C (stereo not drawn)
-28%,/,-2%,1%,14%,7,24%,17%,-17%,CC(CN1CCC(n2nccc2NC(=O)CCCc2ccccc2)CC1)c1ccccc1 (stereo not drawn)
13%,7%,-2%,-1%,-4%,1,/,63%[activator],-34%,O=C(CSc1ccc(F)cc1)Nc1ccccc1N1CCOCC1
-15%,?,/,1%,-1%,0,/,30%,15%,C[C@H](CO)N1C[C@H](C)[C@@H](CN(C)S(=O)(=O)c2cccs2)Oc2ccc(NS(=O)(=O)c3ccc(F)cc3)cc2C1=O
-3%,-31%,-46%,9%,-10%,-1,-17%[59 µM],32%,-15%,COCCCNC(=O)c1sc2nc(C)c(C(=O)Nc3ccc(Cl)cc3)c(-c3ccc(Br)cc3)c2c1N
-16%,0%,-12%,?,5%,-15,-7%[59 µM],3%,-7%,N#Cc1c[nH]n2c(NC3CCCCC3)c(-c3ccccc3F)nc12
-15%,?,-6%,18%,3%,1,?,35%,-9%,CN(NS(=O)(=O)c1ccccc1)c1nc2ccccc2nc1C(F)(F)F
-7%,-15%,-9%,2%,-7%,1,-3%[12.7 µM],56%[activator],-12%,Cc1cc(OC(C(=O)O)c2ccccc2)c2c(C)c(Cc3ccccc3)c(=O)oc2c1 (stereo not drawn)
-6%,-8%,-12%,3%,10%,-5,2%,27%,-5%,CNC(=S)NC(CC(=O)OC)c1ccc2c(c1)OCO2 (stereo not drawn)
-11%,-18%,?,16%,-4%,1,-15%[59 µM],19%,-8%,COC(=O)C1=C(C)Nc2ncnn2C1c1cccnc1 (stereo not drawn)
40µM*,?,2%,-21%,21%,3,25µM*,-13%,-27%,Fc1ccccc1/C=N/n1c(C2CCCCC2)n[nH]c1=S
-8%,0%,/,7%,0%,0,-9%,13%,22%,CC(C)Oc1ccc(C(CC(=O)O)NC(=O)C(Sc2ccccc2)c2ccccc2)cc1 (stereo not drawn)
-19%,15%,-13%,5%,6%,1,-20%,-9%,7%,COc1ccc(C2N(C(=O)CN3CCCC3)CCCN2S(=O)(=O)c2ccccc2)cc1 (stereo not drawn)
0%,5%,-8%,-3%,3%,-10,4%,28%,-35%,CCOC(=O)NC(=O)/C(C#N)=C\c1ccccc1
-6%,-29%,3%,0%,-8%,-3,50µM*,30%,-13%,N#Cc1ccc(CN2CCN(C(=O)CNC(=O)Cc3cccc4ccccc34)CC2)cc1
-12%,-45%,/,-4%,0%,-6,/,-17%,-10%,Cc1nc(SCC(=O)NC2CCS(=O)(=O)C2)c2c3c(sc2n1)CCC3 (stereo not drawn)
-21%,9%,2%,14%,0%,4,?,3%,5%,Cc1ccc(C(=O)NNC(=O)C(C)Oc2ccc3ccccc3c2)o1 (stereo not drawn)
-30%,7%,5%,-3%,/,2,-6%,-2%,-17%,COc1cc(C(=O)Nc2nc(OC)c(-c3ccccc3)c(OC)n2)cc(OC)c1OC

One compound at a time, as listed above. Values in the order: JMJD2A Tudor inh, ALOX12 inh, BAZ2B inh, GLS inhibitor, ERG-DNA inh, PI4K2A inh, G9a inh, HP1b chromo inh, RGS4 inhibitor
Fc1ccccc1/C=N/n1c(C2CCCCC2)n[nH]c1=S in the list: 40µM*, ?, 2%, -21%, 21%, 3, 25µM*, -13%, -27%
COc1ccc(C2N(C(=O)CN3CCCC3)CCCN2S(=O)(=O)c2ccccc2)cc1 (stereo not drawn) in the list: -19%, 15%, -13%, 5%, 6%, 1, -20%, -9%, 7%
COc1cc(C(=O)Nc2nc(OC)c(-c3ccccc3)c(OC)n2)cc(OC)c1OC in the list: -30%, 7%, 5%, -3%, /, 2, -6%, -2%, -17%
CCOC(=O)NC(=O)/C(C#N)=C\c1ccccc1 in the list: 0%, 5%, -8%, -3%, 3%, -10, 4%, 28%, -35%

Following part
JMJD2A Tudor inh,ALOX12 inh,BAZ2B inh,GLS inhibitor,ERG-DNA inh,PI4K2A inh,G9a inh,HP1b chromo inh,RGS4 inhibitor,SMILES
1%,25%,12%,1%,-3%,-2,-3%,13%,-19%,CCOC(=O)c1ccc(NC(=O)NCc2c(C)nn(CC)c2C)cc1
-4%,0%,-21%,-2%,5%,1,23%,51%[activator],-22%,CCCCNC(=O)c1ccc(CS(=O)(=O)c2ccccc2OC)o1
-16%,21%,-7%,1%,10%,-1,-12%,42%[activator],6%,O=S(=O)(NCc1ccc(C(F)(F)F)cc1)c1ccc(-n2cnnn2)cc1
-15%,?,/,7%,-1%,-8,/,49%[activator],-11%,CCOC(=O)c1cc(-c2ccccc2C)nn1CC1CC(c2cccnc2)=NO1 (stereo not drawn)
1%,2%,-1%,1%,2%,3,/,37%[activator],13%,CCn1c(SCC(=O)NCC2CCCO2)nc2c([nH]c3ccccc32)c1=O (stereo not drawn)
-27%,0%,-10%,5%,3%,2,?,0%,-14%,CCCc1cc(C(=O)N(C)CC(=O)Nc2ccc(OCC)c(OCC)c2)sc1C
-9%,45%[activator],1%,1%,2%,2,?,5%,19%,COCC(=O)N1CCC(Oc2ccc(C(=O)NC3CCOC(C)(C)C3)cc2)CC1 (stereo not drawn)
-7%,9%,0%,9%,0%,-2,2%[59 µM],43%,21%,CN(C)CCCOc1nc2c(c(=O)n(C)c(=O)n2C)n1C
-1%,?,3%,6%,-3%,-2,10%[59 µM],25%,-9%,CCCn1ccc2c(OCC(=O)Nc3ccc(C(F)(F)F)cc3)cccc2c1=O
-10%,1%,-28%,22%,0%,-1,-38%[59 µM],7%,-9%,CN(C)C(=S)Nc1ccc2ccccc2c1
-4%,0%,24%,-5%,6%,2,-4%[59 µM],69%[activator],-18%,Cc1ccc(CNC(=O)CSc2nc(C)cc(C)c2C#N)cc1
-22%,0%,/,-3%,2%,-2,-23%[59 µM],17%,-20%,O=C(c1ccc2c(c1)N(Cc1c(F)cccc1Cl)C(=O)c1ccccc1S2)N1CCCC1
-15%,22%,/,0%,7%,-14,/,-4%,-6%,COc1cccc(/C=C/C(=O)OCC(=O)Nc2cccc(S(=O)(=O)NC3=NCCCCC3)c2)c1
-11%,-13%,12%,-12%,0%,2,?,9%,-28%,CC(C)CC(=O)Nc1ccc(OCC(=O)O)cc1
-31%,13%,0%,-2%,2%,0,?,32%,13%,Cc1ccccc1-c1nc(CS(=O)(=O)CC(=O)NCCCN2CCCC2)c(C)o1
-19%,0%,-26%,0%,-4%,-8,-31%[59 µM],-1%,-17%,O=C(c1ccccc1)N1CCN(C2c3cccc4cccc(c34)C2NS(=O)(=O)c2ccccc2)CC1 (stereo not drawn)
-13%,?,-12%,-9%,-1%,-1,-2%,-17%,-16%,CCOc1cc(/C=C/c2cccc[n+]2C)ccc1OCC(=O)Nc1ccc(C)cc1
3%,-10%,0%,9%,3%,5,3%,35%,13%,O=C(C1CC1c1ccccc1)N1CCN(c2cccc(Cl)c2)CC1 (stereo not drawn)
-11%,1%,-12%,-4%,-1%,4,16%,28%,22%,CCCn1cc(S(=O)(=O)c2ccc(OC)cc2)c(=O)c2cc(OC)ccc21
-17%,-11%,?,3%,11%,2,7%[59 µM],25%,-7%,Cc1ccc(NC(=O)CCN2C(=O)c3cccc4cccc(c34)C2=O)cc1
-23%,-3%,6%,18%,-2%,-4,21%[59 µM],39%[activator],-5%,Clc1ccc(-c2csc3ncnc(NCCN4CCOCC4)c23)cc1
25µM*,?,4.5µM*,22%,2%,25,/,-2%,-37%,O=C(NNC(=S)Nc1ccc(Cl)c(Cl)c1)c1ccccn1
-14%,-1%,14%,0%,2%,3,110%[activator],32%,-7%,O=C(NCc1nnc(SCC(=O)N2CCCC2)o1)c1ccc(F)cc1
-31%,?,?,-2%,-10%,6,/,30%,?,CCOC(=O)Cn1cc(/C=C/[N+](=O)[O-])c2ccccc21
-11%,5%,-6%,-6%,-4%,0,/,31%,11%,CCS(=O)(=O)c1nc(S(=O)(=O)c2ccc(C)cc2)c(N2CCC(C)CC2)s1
-18%,-6%,-32%,28%,10%,0,?,5%,2%,CCOc1cc(/C=N/NC(=O)c2ccccc2-n2cccc2)ccc1O
-23%,-16%,?,-16%,2%,0,-21%[59 µM],24%,42%,Cc1ncc(CO)c2c1Oc1nc(-c3ccccc3)nc(SCC(=O)Nc3cccc(C(F)(F)F)c3)c1C2
-24%,5%,56µM*,6%,-4%,5,-119%,28%,15%,CC(=O)c1nc2ccccc2n1S(=O)(=O)c1ccc(Cl)cc1
-10%,?,0%,2%,6%,0,-47%,15%,29%,O=C(CSC1=NS(=O)(=O)c2ccccc2N1)Nc1ccccc1F
14µM*,?,8.9µM*,34%[activator],-12%,-7,8.9µM*,32µM*,-11%,C/C(=N\NC(=O)c1cc(O)cc(O)c1)c1ccc(NC(=O)Cc2ccccc2)cc1

These rows are one share of the data; rates above refer to the full screens.
